Bioassay records from PubChem BioAssay.
BAZ2B inh: blocks human BAZ2B. Potency, µM (titrated, usually from 114 µM), without a hit: at the top dose activity change, negative = inhibition, actives largely listed as inhibitors. hit rate 4.4% among 360,000. AID 504333. AlphaScreen BAZ2B-H3K14Ac peptide displacement. Q9UIF8; also: potency is read from the fitted curve at half-maximal effect; % is scaled to controls: 0 for no effect and ±100 for the full control effect; nearly all actives have a fitted effect of over 60% in size
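Compounds, titrated to a top concentration of 110 uM, were incubated 30 min at room temperature with preformed BAZ2B/acetyl-K14 H3 peptide complex (50 nM each). Proximity signal was measured by AlphaScreen after 20 min with beads.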
PGK inhibitor: blocks T. brucei phosphoglycerate kinase; PGK/GAPDH coupled, Kinase-Glo luminescence, 60 min; Potency, µM (top dose mostly 57.5 µM), for the others: at the top dose activity change, negative = inhibition, hits mostly inhibitors; hit rate 0.043% among 380,000; AID 602233; also: potency is read from the fitted curve at half-maximal effect; % is scaled to controls: 0 for no effect and ±100 for the full control effect; nearly all actives have a fitted effect of over 60% in size
Target sequence (P07378 whole entry, looked up): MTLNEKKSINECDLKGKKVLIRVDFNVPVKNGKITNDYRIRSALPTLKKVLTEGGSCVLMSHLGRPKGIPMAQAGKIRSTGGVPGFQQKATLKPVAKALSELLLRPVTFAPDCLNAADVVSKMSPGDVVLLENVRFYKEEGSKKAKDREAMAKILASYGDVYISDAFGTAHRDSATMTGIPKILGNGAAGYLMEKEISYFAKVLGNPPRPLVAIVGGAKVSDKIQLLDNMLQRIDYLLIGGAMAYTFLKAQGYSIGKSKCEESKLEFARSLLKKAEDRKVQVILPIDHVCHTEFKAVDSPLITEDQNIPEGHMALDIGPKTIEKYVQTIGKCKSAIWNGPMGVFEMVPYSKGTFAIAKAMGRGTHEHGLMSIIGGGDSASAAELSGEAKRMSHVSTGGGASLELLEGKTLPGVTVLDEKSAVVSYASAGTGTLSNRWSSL
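Luminescent ATP detection (Kinase-Glo Plus) follows a 60-minute room-temperature incubation, with wells lacking PGK as controls. Buffer: 100 mM TEA (pH 7.6), 5 mM MgCl2, 0.01% Tween-20. Coupling enzyme GAPDH (100 nM final) supplies unstable 1,3-BPG in-well.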
PI4K2A block: inhibitors of human PI4K2A. Q9BTU6. purified PI4K2A, ADP-Glo luminescence, 1 h; active compounds read low. activity change, negative = inhibition, % at 76.9 µM. hit rate 0.13% among 420,000. AID 1346378; in the data active = activity change below about -50%; inconclusive = mostly about -30% to -49%;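 also: -100% = wells without enzyme as full effect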
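In this quantitative HTS, ADP production by PI4K2A was quantified luminescently after 1 h at ambient temperature; 100 microM adenosine served as plate-quality control.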
HP1b chromo inh: inhibitors of HP1-beta chromodomain binding to methylated histone tails; hit rate 0.56% among 390,000; P83916; AlphaScreen HP1-beta / biotin-H3K9me3 peptide binding; AID 540317; Potency, µM (highest dose often 114 µM), for inactives: at the top dose activity change, negative = inhibition, usual class: inhibitors; also: potency is read from the fitted curve at half-maximal effect; nearly all actives have a fitted effect of over 70% in size; inactives centre near 23
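Compound inhibition of the preformed complex between 50 nM HP1-beta and 50 nM biotinylated H3K9me3 peptide was read by AlphaScreen. Buffer was PBS pH 7.4 with 0.01% Tween-20. Incubations ran 30 min at room temperature, with 10 ug/mL donor/acceptor beads.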
G9a inh: G9a (human) methyltransferase inhibition; Q96KQ7; G9a H3K9 monomethylation, AlphaScreen, 2 h; Potency, µM (doses to about 102 µM), for the others: at the highest dose activity, negative = inhibition, actives largely listed as inhibitors; hit rate 8.8% among 350,000; AID 504332; also: potency is read from the fitted curve at half-maximal effect; % is scaled to controls: 0 for no effect and ±100 for the full control effect; nearly all actives have a fitted effect of over 75% in size
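Chemiluminescent proximity detection of H3K9 monomethylation, read after 10 min bead incubation in the dark. Reaction: 20 nM G9a, 500 nM biotin-H3K9 peptide, 20 uM SAM cofactor, 2 h, room temperature, following 15 min enzyme-compound preincubation.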
JMJD2A Tudor inh: JMJD2A Tudor domain (human) inhibition | AlphaScreen JMJD2A-Tudor / H3K4me3 peptide binding | Potency, µM (titrated, usually from 114 µM), for inactives: top-dose activity change, negative = inhibition, most hits filed as inhibitors | hit rate 4.4% among 390,000 | AID 504339; also: potency is read from the fitted curve at half-maximal effect; % is scaled to controls: 0 for no effect and ±100 for the full control effect; nearly all actives have a fitted effect of over 50% in size
GLS inhibitor: inhibitors of human glutaminase (GLS); hit rate 0.21% among 410,000; O94925; GLS enzymatic activity, qHTS titration; AID 624170; Potency, µM (series often up to 45.5 µM), for inactives: at the highest dose activity change, negative = inhibition, usual class: inhibitors; also: potency is read from the fitted curve at half-maximal effect; % is scaled to controls: 0 for no effect and ±100 for the full control effect
Target sequence (O94925 whole entry, looked up): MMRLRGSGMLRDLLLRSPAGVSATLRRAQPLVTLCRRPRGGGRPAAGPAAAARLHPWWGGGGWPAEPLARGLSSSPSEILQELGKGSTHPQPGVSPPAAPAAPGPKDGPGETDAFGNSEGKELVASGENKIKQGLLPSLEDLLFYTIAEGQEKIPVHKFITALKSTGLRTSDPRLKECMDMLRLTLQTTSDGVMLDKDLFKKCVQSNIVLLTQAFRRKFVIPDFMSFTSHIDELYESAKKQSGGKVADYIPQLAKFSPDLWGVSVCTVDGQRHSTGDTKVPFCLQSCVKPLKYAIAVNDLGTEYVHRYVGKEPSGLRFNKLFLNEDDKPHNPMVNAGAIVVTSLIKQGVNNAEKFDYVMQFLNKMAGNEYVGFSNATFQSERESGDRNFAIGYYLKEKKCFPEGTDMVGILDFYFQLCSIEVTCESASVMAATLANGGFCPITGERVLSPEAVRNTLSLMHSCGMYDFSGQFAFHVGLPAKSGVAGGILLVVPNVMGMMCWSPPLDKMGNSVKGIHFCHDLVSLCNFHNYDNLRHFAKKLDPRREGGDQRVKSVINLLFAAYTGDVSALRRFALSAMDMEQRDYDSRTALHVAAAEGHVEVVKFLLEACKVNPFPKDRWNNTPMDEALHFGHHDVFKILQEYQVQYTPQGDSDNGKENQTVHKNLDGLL
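Human kidney-isoform GLS in 45 mM KH2PO4 pH 8.2, 0.02% Tween-20, with compound, started with 1mM L-Glutamine (added stock). Glutamate oxidase/HRP/Amplex red coupled fluorescence read at start and after 30 min at RT.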
Pin1 inhibitor: inhibitors of human Pin1; Q13526; Pin1 FP peptide displacement, HiFluor488, 10 min; Potency, µM (highest dose often 115 µM), for inactives: top-dose activity, negative = inhibition, usual class: inhibitors; hit rate 0.009% among 390,000; active = well fitted inhibition curve with a large enough effect in the polarisation, with a control signal flat, not every such curve was filed as active; inconclusive = small, poorly fitted or top-dose-only effect, or effect the other way, or a change in a side signal; inactive = no such curve, though single readings can be large or run the other way; the % refers to the polarisation; also: potency is read from the fitted curve at half-maximal effect; % is scaled to controls: 0 for no effect and ±100 for the full control effect
ERG Ets-DNA blk: inhibitors of human ERG Ets domain-DNA interaction | P11308 | fluorescence polarization, His-ERG Ets domain / labelled DNA | Potency, µM (highest dose often 76.9 µM), without a hit: top-dose FP activity, negative = inhibition, hits mostly inhibitors | hit rate 0.028% among 370,000 | AID 624246; active = well fitted inhibition curve with a large enough effect in the polarisation, with a control signal flat; inconclusive = small, poorly fitted or top-dose-only effect, or effect the other way, or a change in a side signal; inactive = no such curve, though single readings can be large or run the other way; the % refers to the polarisation;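 also: polarization taken with two DNA probes labelled with fluorescein and Texas red; potency is read from the fitted curve at half-maximal effect; % of control where 0% means no effect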
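His-tagged ERG Ets domain (1 uM in the protein solution; 300mM KCl, 50mM Tris-HCl, 1mM EDTA, 1mM DTT, pH 7.5) received compound, then a probe mix of 5 nM fluorescein-DNA and 100nM Texas-615-DNA. Fluorescence polarization was read for both dyes.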
* = called active by the depositor; i = inactive; ? = inconclusive; nt = no result given; [ ] = remark or other dose. Unless noted, calls follow the shape of the dose curve; as a rule, active = well fitted curve in the direction sought with a large enough effect; inconclusive = small, poorly fitted or top-dose-only effect, or another doubt; inactive = no such curve, though single readings can be large; an effect the other way counts as inactive or inconclusive. Rows were taken by chance; any-hit rate near 11%.

Fields: BAZ2B inh	PGK inhibitor	PI4K2A block	HP1b chromo inh	G9a inh	JMJD2A Tudor inh	GLS inhibitor	Pin1 inhibitor	ERG Ets-DNA blk
1. CCOC(=O)c1[nH]c(C)c(C(=O)NCc2ccccn2)c1C
→ 8%	1%	-1	26%	-2%[59 µM]	-4%	5%	-6%	-4%
2. CC[C@H](C)[C@@H](CN[C@H](C)CNC)NCCC(c1ccccc1)c1ccccc1
→ -35%	-9%	-3	29%	45µM*	-16%	2%	3%	-7%
3. CCOC(=O)CSc1nc2sc3c(c2c(=O)n1Cc1ccccc1)CCC(C(C)(C)C)C3 (centres undefined)
→ 6%	9%	-3	58%[activator]	-5%[59 µM]	-6%	-1%	0%	1%
4. O=C(NNC(=S)NC(=O)c1cccnc1)c1ccc(F)cc1
→ 14%	3%	-9	-1%	nt	-14%	0%	1%	-2%
5. COc1cccc(-c2nc(CS(=O)(=O)CC(=O)Nc3cc(OC)ccc3OC)c(C)o2)c1
→ -37%	6%	0	28%	?	-5%	-1%	1%	6%
6. CCOc1ccc(C(=O)NC(=S)NC2CCCC2)cc1[N+](=O)[O-]
→ -8%	-3%	-3	4%	5%[59 µM]	-20%[57.1 µM]	2%	4%	1%
7. CCOc1ccccc1NC(=O)Cn1ncc2c([nH]c3ccccc32)c1=O
→ 9%	-10%	-4	24%	31%[59 µM]	-17%	-2%	0%	5%
8. Cc1ccc(C)c(S(=O)(=O)N2CCCN(C)CC2)c1
→ 6%	-12%	1	38%	?	-6%	20%	3%	-6%
9. CCOc1ccc(S(=O)(=O)NCC(=O)N(C)Cc2cccnc2)cc1
→ 3%	-1%	-9	28%	2%[59 µM]	8%	-2%	2%	-5%
10. Cn1c(C(=O)NCCC2=CCCCC2)cc2c(=O)n3ccccc3nc21
→ 3%	-6%	-1	39%[activator]	5%[59 µM]	2%	5%	14%	0%
11. CN(C)C(=O)c1noc2cc([N+](=O)[O-])ccc12
→ -3%	-1%	0	28%	13%[59 µM]	-4%	-6%	0%	-3%
12. COCCCNC(=O)C(=O)C1C(=O)Nc2ccccc21 (centres undefined)
→ -35%	1%	2	3%	40µM*	-29%	23%	-2%	4%
13. COc1cccc(N2CCN(C(=O)CSc3ccc(F)cc3)CC2)c1
→ -37%	-5%	-6	22%	-3%[59 µM]	-17%	-3%	4%	1%
14. CC1=C(C(=O)N2CCN(c3cccc(C(F)(F)F)c3)CC2)C2(CCCCC2)OC1=O
→ -9%	nt	-3	6%	-38%[59 µM]	-3%	-16%	-1%	9%
15. CCc1c(C)sc2c1CCN(C(=O)Nc1cc(Cl)c(OC)cc1OC)C2c1ccccc1 (centres undefined)
→ ?	12%	-4	?	-33%[59 µM]	?	1%	3%	1%
16. Cn1cc(C(=O)NCCc2ccccc2)c(=O)c2cc(S(=O)(=O)N3CCCCC3)ccc21
→ nt	-6%	2	40%[activator]	0%[59 µM]	-1%	-8%	?	-9%
17. c1ccc(C[C@H]2CNCCN2CCCCC2CCCCC2)cc1
→ -34%	-5%	0	-1%	16%[2.33 µM]	?	0%	-3%	3%
18. COc1cc(/C=C/c2nc3ccccc3c(=O)[nH]2)ccc1OC(F)F
→ -1%	-4%	-13	28%	19%	-14%	2%	-1%	-2%
19. NC(=O)C1(N2CCCCC2)CCN(C(=O)Nc2ccc(Cl)c(Cl)c2)CC1
→ -4%	nt	1	19%	0%[59 µM]	-19%	-7%	1%	-3%
20. Cc1nnc(NC(=O)c2cc3n(n2)C(C(F)(F)F)CC(C2CC2)N3)s1 (centres undefined)
→ 0%	i	5	32%	3%[12.7 µM]	-16%	-1%	-1%	2%
21. Cn1nnnc1SCCCNCc1cccc(OCc2ccccc2Cl)c1
→ -21%	-8%	-2	43%[activator]	-23%[59 µM]	-14%	5%	-11%	-1%
22. Cn1c(CO)cnc1SCc1ccc(F)cc1
→ -12%	-5%	4	50%[activator]	-3%	-12%	0%	0%	?
23. CCCC(=O)Nc1ccc(NC(=S)NC(=O)c2ccccc2[N+](=O)[O-])cc1
→ -30%	-1%	-1	5%	?	-28%	-8%	2%	-7%
24. O=C(NCCOc1ccccc1Cl)C(=O)Nc1ccccc1
→ 2%	i	-4	25%	23%[59 µM]	-11%	-9%	15%	4%
25. CCN(CC)C(=O)c1cc2c(=O)n3cccc(C)c3nc2n1C
→ 4%	-9%	0	33%[activator]	6%	6%	2%	-4%	3%
26. CC(C)C[C@H](NC(=O)N1CCn2c1nc1ccccc12)C(=O)NCc1ccc2c(c1)OCO2
→ -27%[57.1 µM]	-6%	2	42%[activator]	-2%	-27%	-18%	-3%	-2%
27. O=c1c2nccnc2[nH]c(=S)n1Cc1ccccc1
→ nt	-3%	0	67%[activator]	40µM*	-1%	-33%	-10%	0%
28. CCc1ccc(C(=O)COC(=O)c2ccc(Cl)nc2)cc1
→ 10%	i	5	57%[activator]	11%	9%	-8%	15%	-10%
29. NC(=S)N/N=C/c1ccccc1[N+](=O)[O-]
→ -10%	6%	1	?	nt	-12%	7%	1%	8%
30. CC1CCc2onc(C(=O)NCc3ccco3)c2C1 (centres undefined)
→ 0%	-8%	-2	15%	-42%	-7%	-2%	-6%	-19%
31. CCOCCCn1c(SCc2nc3ccccc3s2)nc2ccccc2c1=O
→ 6%	1%	-1	53%[activator]	23%[59 µM]	-1%	1%	87%[activator]	1%
32. COc1ccc(NC(=O)CS(=O)(=O)c2cn(CC(=O)N3CCCC3)c3ccccc23)c(OC)c1
→ -13%	5%	-1	12%	4%	5%	8%	2%	3%
33. Fc1ccc(C2NC(=S)NC3=C2N2CCC3CC2)cc1 (centres undefined)
→ -17%	5%	-1	23%	-40%[59 µM]	-13%	13%	-10%	nt
34. CSc1ncccc1C(=O)OCC(=O)c1cccs1
→ 3%	-8%	2	71%[activator]	11%	0%	-8%	-3%	10%
35. CCOP(=O)(OCC)C(Nc1ccccn1)c1ccccc1 (centres undefined)
→ 12%	-3%	-5	20%	4%	-6%	-10%	-9%	3%
36. O=C(CSc1ncn[nH]1)NCCCc1ccccc1
→ -4%	-4%	10	32%	-12%[12.7 µM]	3%	0%	-1%	-12%
37. CN(C)c1ccc(/C=C2\SC(=S)N(Nc3ncc(C(F)(F)F)cc3Cl)C2=O)cc1
→ ?	-12%	-6	-5%	?	-33%	0%	?	?
38. Cc1ccc(NC(=O)CSc2nnc3scc(-c4ccccc4)n23)cc1
→ 1%	nt	3	2%	?	-11%	-1%	65%[activator]	1%
39. CCNC(=S)NNC(=O)CCc1nc2cc(Cl)ccc2n(Cc2ccccc2)c1=O
→ -29%	-1%	6	28%	-30%	-14%	-21%	3%	-9%
40. O=c1[nH]c(CN2CCN(c3ccc(O)cc3)CC2)nc2scc(-c3ccc(Cl)cc3)c12
→ ?	-7%	4	?	3.2µM*	45µM*	-4%	9%	10%

Compound profiles (already shown). Order of values: BAZ2B inh | PGK inhibitor | PI4K2A block | HP1b chromo inh | G9a inh | JMJD2A Tudor inh | GLS inhibitor | Pin1 inhibitor | ERG Ets-DNA blk
CN(C)c1ccc(/C=C2\SC(=S)N(Nc3ncc(C(F)(F)F)cc3Cl)C2=O)cc1 is listed with ? | -12% | -6 | -5% | ? | -33% | 0% | ? | ?
CCOCCCn1c(SCc2nc3ccccc3s2)nc2ccccc2c1=O is listed with 6% | 1% | -1 | 53%[activator] | 23%[59 µM] | -1% | 1% | 87%[activator] | 1%

Later entries
Fields: BAZ2B inh	PGK inhibitor	PI4K2A block	HP1b chromo inh	G9a inh	JMJD2A Tudor inh	GLS inhibitor	Pin1 inhibitor	ERG Ets-DNA blk
41. CCSc1nnc(NC(=O)CSc2nc3c(c(=O)n2-c2ccccc2OC)SCC3)s1
→ -2%	-6%	3	-12%	-6%[59 µM]	?	-7%	21%	-3%
42. Cc1cc(C)n2ncc(C(=O)O)c2n1
→ ?	-1%	-2	23%	8%[12.7 µM]	?	-11%	0%	2%
43. Cc1ccc(CNc2nc3c(S(=O)(=O)c4ccccc4)nnn3c3ccsc23)cc1
→ -18%	i	0	35%	-1%[59 µM]	-6%	-10%	-1%	0%
44. CCOc1ccc(C(C)=O)cc1CN1C(=O)C(=O)N(CC)C1=O
→ -6%	i	5	28%	1%	-18%	1%	3%	13%
45. CCN(C(=O)CSc1nc(C)nc2sc(C)c(C)c12)C1CCS(=O)(=O)C1 (centres undefined)
→ 9%	9%	2	35%	9%[12.7 µM]	-11%	3%	5%	12%
46. O=C(COc1ccc2cc(Br)ccc2c1)N1CCCC1
→ -5%	-5%	-6	5%	nt	4%	-1%	3%	-1%
47. COc1ccc(Cc2c3cc(OC)c(OC)cc3cc[n+]2C)cc1OC
→ -34%	-2%	-12	?	-132%[59 µM]	22µM*	-2%	-1%	11%
48. Cc1ccccc1NC(=O)c1ccc(C)c(S(=O)(=O)N2CCN(C)CC2)c1
→ -6%	i	-4	55%[activator]	0%	-7%	0%	2%	-2%
49. Cc1cccc(C(=O)N2CCC(=O)N(C(COCc3ccccc3)Cc3ccccc3)CC2)c1 (centres undefined)
→ -10%	-5%	-6	15%	-7%	-3%	2%	-1%	6%
50. Nc1nnn(CC(=O)N/N=C/C=C/c2ccccc2)n1
→ -21%	5%	-3	18%	?	2%	19%	4%	-3%[15.4 µM]
